Assay outcomes deposited in PubChem BioAssay by National Center for Advancing Translational Sciences (NCATS).
CCT chaperon mod: High-Throughput Screening for Modulators of Cytosolic Chaperonin Activity. purified chaperonin ATPase assay, HTRF ADP detection, 30 min. activity change, % (no concentration beside the values), hits read low. hit rate 0.3% among 360,000. AID 651819, 2012; in the data active means activity change below about -30%; further: on the % scale 0 is the no-effect control and ±100 the full control effect
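TRiC (40 or 20 nM final, by batch activity) in 30 mM Tris pH 7.4, 100 mM KCl, 5 mM MgCl2, 1 mM DTT was treated with compound at 76 uM single dose, then 10 uM ATP, 30 min at 37 °C. ADP was read by HTRF Transcreener.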
EPAC1 ag: qHTS for Agonist of cAMP-regulated guanine nucleotide exchange factor 3 (EPAC1): primary screen | Rap guanine nucleotide exchange factor 3 (Homo sapiens), O95398 | EPAC1 agonist qHTS, biochemical assay; response scale: 100% = response to 6.5 mM cAMP | Potency, µM (titrated, usually from 154 µM), without a hit: at the highest dose activation, usual class: activators | hit rate 0.073% among 360,000 | AID 720707, 2013; further: potency means the concentration at half of the fitted maximal effect; nearly all actives have a fitted effect of over 60% in size
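Nucleotide exchange by EPAC1 (100 nM) on Rap1B–BODIPY-GDP (250 nM) in the presence of 50 uM GDP is tracked fluorescently at 480/540 nm over 30 min. Signals are normalized to a 6.5 mM cAMP control.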
IL-2 act: qHTS of IL-2 Activators; IL-2 activation reporter assay, cell-based qHTS; stimulated with anti-CD3/CD4/CD28 beads; in transgenic mouse T cells; hit rate 0.065% among 360,000; activation, % (series mostly up to about 46 µM); AID 652025, 2013; in the data active means activation above about 50%; inconclusive means mostly about 30% to 49%; further: 0% is about no effect
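EGFP and DsRed fluorescence is measured by plate cytometry in unstimulated transgenic mouse T cells exposed to compound for 60 minutes, then stimulated 18 hours at 37 degrees C with anti-CD3/anti-CD4 beads plus anti-CD28.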
PI5P4Ka inh: qHTS for Inhibitors of phosphatidylinositol 5-phosphate 4-kinase (PI5P4K) | PI5P4Kalpha enzyme, ADP-Glo luminescence, 60 min; stronger effect = lower value | max response, % | hit rate 1.2% among 330,000; active means max response of -50% or lower; inconclusive means between -30% and -50%; inactive means -30% or higher; further: value at the top dose of about 77 µM; on the % scale 0 is the no-effect control and ±100 the full control effect
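Luminescence from ADP-Glo served as readout of PI5P4Kalpha activity in a qHTS format. Reaction: enzyme, substrate, compound, ATP at 5 microM final, 60 min at RT.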
PLK1 PBD block: qHTS for Inhibitors of PLK1-PDB (polo-like kinase 1 - polo-box domain): Primary Screen; Plk1 PBD binding of FITC phosphopeptide, fluorescence polarization; Potency, µM, for the others: max response, negative = inhibition, most hits filed as inhibitors; hit rate 2.8% among 360,000; AID 720504, 2013; further: potency means the concentration at half of the fitted maximal effect; series mostly up to about 57 µM; on the % scale 0 is the no-effect control and ±100 the full control effect; nearly all actives have a fitted effect of over 65% in size
WRN helicase inh: qHTS for Inhibitors of WRN Helicase. Bifunctional 3'-5' exonuclease/ATP-dependent helicase WRN (Homo sapiens), Q14191. WRN helicase unwinding, fluorescent forked duplex, kinetic. Potency, µM (series often up to 114 µM), without a hit: at the highest dose activity change, negative = inhibition, hits mostly inhibitors. hit rate 0.46% among 360,000; further: potency means the concentration at half of the fitted maximal effect; on the % scale 0 is the no-effect control and ±100 the full control effect; nearly all actives have a fitted effect of over 55% in size
Target sequence (Q14191 whole entry, looked up): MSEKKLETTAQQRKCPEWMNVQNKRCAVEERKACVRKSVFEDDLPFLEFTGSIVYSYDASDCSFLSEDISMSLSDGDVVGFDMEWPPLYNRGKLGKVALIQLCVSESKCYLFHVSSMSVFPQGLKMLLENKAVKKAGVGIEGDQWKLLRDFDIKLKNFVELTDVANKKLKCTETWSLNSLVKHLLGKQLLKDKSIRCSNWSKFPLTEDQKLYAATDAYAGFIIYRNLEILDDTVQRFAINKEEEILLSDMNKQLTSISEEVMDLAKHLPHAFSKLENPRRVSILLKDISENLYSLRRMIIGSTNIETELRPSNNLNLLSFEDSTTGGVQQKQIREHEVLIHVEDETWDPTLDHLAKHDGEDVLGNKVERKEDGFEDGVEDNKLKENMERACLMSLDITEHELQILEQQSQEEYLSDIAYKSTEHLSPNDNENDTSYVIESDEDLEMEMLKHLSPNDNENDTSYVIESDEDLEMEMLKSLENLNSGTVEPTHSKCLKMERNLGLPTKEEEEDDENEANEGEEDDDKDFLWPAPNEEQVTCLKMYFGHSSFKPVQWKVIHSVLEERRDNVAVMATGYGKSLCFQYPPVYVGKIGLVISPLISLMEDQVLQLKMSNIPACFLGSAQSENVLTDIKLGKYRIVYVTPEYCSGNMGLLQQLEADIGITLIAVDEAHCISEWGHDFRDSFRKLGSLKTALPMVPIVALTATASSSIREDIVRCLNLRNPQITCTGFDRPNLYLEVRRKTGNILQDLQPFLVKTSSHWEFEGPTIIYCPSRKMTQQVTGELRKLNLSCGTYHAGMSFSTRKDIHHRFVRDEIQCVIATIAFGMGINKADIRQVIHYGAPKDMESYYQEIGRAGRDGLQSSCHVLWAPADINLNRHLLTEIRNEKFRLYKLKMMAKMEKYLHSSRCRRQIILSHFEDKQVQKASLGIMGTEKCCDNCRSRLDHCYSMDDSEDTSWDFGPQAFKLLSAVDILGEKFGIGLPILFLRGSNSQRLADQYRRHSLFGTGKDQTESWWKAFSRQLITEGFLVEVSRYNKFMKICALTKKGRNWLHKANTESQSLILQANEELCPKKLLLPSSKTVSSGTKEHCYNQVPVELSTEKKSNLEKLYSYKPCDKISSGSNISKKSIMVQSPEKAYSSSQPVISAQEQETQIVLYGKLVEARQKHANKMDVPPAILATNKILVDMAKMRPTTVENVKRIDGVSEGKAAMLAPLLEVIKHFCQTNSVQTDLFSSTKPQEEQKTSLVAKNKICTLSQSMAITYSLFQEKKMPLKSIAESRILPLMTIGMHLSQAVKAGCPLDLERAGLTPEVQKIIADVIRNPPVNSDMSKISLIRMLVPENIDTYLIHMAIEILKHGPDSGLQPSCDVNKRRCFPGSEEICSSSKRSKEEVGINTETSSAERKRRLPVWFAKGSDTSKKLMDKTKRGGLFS
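WRN at 20 nM final preincubated with compound 15 min at room temperature; reaction started with 100 nM fluorophore/quencher forked duplex oligonucleotide and 2 mM ATP final. Unwinding followed kinetically by red fluorescence (ex 525, em 598 nm).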
EPAC1 antagonist: qHTS for Antagonist of cAMP-regulated guanine nucleotide exchange factor 3 (EPAC1): primary screen; Rap guanine nucleotide exchange factor 3 (Homo sapiens), O95398; EPAC1 GEF assay, Rap1b-BODIPY-GDP exchange fluorescence; Potency, µM (series often up to 115 µM), without a hit: top-dose activity change, negative = inhibition, hits mostly inhibitors; hit rate 0.14% among 360,000; AID 720709, 2013;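 further: potency means the concentration at half of the fitted maximal effect; plate controls were vehicle for no effect and positive control for full effect; nearly all actives have a fitted effect of over 50% in size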
EPAC2 agonist: qHTS for Agonist of cAMP-regulated guanine nucleotide exchange factor 4 (EPAC2): primary screen; EPAC2 activation, biochemical qHTS; response scale: 100% = 6.5 mM cAMP response; Potency, µM (doses to about 154 µM), for the others: at the highest dose activation, usual class: activators; hit rate 0.079% among 360,000; AID 720711, 2013; further: potency means the concentration at half of the fitted maximal effect; nearly all actives have a fitted effect of over 50% in size
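Compounds were titrated in qHTS against a Rap1B-BODIPY-GDP (250 nM) complex with EPAC2 (100 nM) and GDP (50 uM). BODIPY-GDP release tracked at 480/540 nm over 30 min at room temperature, normalized to 6.5 mM cAMP.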
* marks the source's active call; other numbers are inactive results; ? = inconclusive; · = no result given; [ ] = another dose, or the depositor's remark. Unless noted, the call rests on the fitted dose curve; in most records, active means well fitted curve in the direction sought with a large enough effect; inconclusive means small, poorly fitted or top-dose-only effect, or another doubt; inactive means no such curve, though single readings can be large; an effect the other way counts as inactive or inconclusive. The list is partial. The share of hits here may be higher or lower than overall.

SMILES | CCT chaperon mod | EPAC1 ag | IL-2 act | PI5P4Ka inh | PLK1 PBD block | WRN helicase inh | EPAC1 antagonist | EPAC2 agonist
Cc1c(C(=O)NNC(=S)NCc2ccc(Cl)cc2)oc2ccccc12 | -1.3 | -1% | -1.9 | -4 | -26% | -18% | 8% | -12%
CCOc1ccc(N2CC(C(=O)NCCN3C(=O)S/C(=C/c4cccnc4)C3=O)CC2=O)cc1 (centres undefined) | 2.0 | -3% | -1.8 | -2 | -4% | -6% | 15% | -4%
Cc1ccc(CCNC(=O)CN2C(=O)COc3ccccc32)cc1 | 2.7 | -1% | -2.0 | · | -4% | 3% | 19% | 2%
S=C(c1ccc2c(c1)OCO2)N1CCOCC1 | 1.0 | 0% | 1.3 | -1 | ? | 2% | -16% | 6%
CCOC(=O)CNC(=O)Nc1ccccc1C(=O)OC | -1.2 | -1% | -0.3 | 2 | 2% | 6% | 11% | -6%
Cn1nc(C(=O)Nc2sc3c(c2C#N)CCCC3)ccc1=O | 0.4 | 8% | 3.2 | -4 | -4% | 6% | 29% | -3%
COc1ccc(-c2c(-c3ccccc3OC)sc3ccccc23)cc1C=O | -3.8 | -3% | -1.7 | 10 | -10% | -12% | -11% | 8%
CN(C(=O)COC(=O)c1ccccc1OCc1ccc(F)cc1)C1CCS(=O)(=O)C1 (centres undefined) | 2.0 | 1% | 0.7 | 0 | -5% | 2% | 19% | 5%
CS(=O)(=O)Nc1ccc(C2=NN(S(C)(=O)=O)C(c3ccc4c(c3)OCO4)C2)cc1 (centres undefined) | -0.5 | 13% | 1.1 | 2 | -3% | -11% | -5% | 10%
CC(C)C(=O)NC(C)C(c1cccs1)N1CCN(c2ccccc2)CC1 (centres undefined) | -1.1 | -13% | 0.5 | -2 | -4% | 9% | -11% | -5%
Cc1c(Cl)cccc1NC(=O)CCN1CCN(C)CC1 | -1.1 | -6% | 0.9 | 1 | 1% | 5% | 11% | -6%
Cc1noc(C)c1CSc1nc2ccccc2c(=O)n1-c1ccccc1 | -22 | 9% | -0.9 | -6 | 1% | -15% | -5% | 17%
CC(=O)c1cc2c(cc1NC(=O)CN1CCOCC1)OCO2 | -4.1 | -1% | -0.6 | · | 2% | 3% | 14% | -6%
Cc1ccc(C(C(=O)NC2CCCC2)N2CCc3ccccc32)cc1 (centres undefined) | -0.2 | -6% | -2.5 | 1 | -6% | 1% | -9% | -4%
COc1ccc(CCNC(=O)[C@@H](NC(=O)N2CCn3c2nc2ccccc23)C(C)C)cc1OC | 0.2 | -1% | -1.0 | 10 | -15% | 0% | 2% | 1%
CCOc1ccc(N2CC(C(=O)N3CCCCC3)CC2=O)cc1 (centres undefined) | 0.8 | -7% | -1.4 | -16 | -2% | -2% | 4% | 2%
COc1cc(C(=O)NCC(=O)OCC(=O)c2ccc[nH]2)cc(OC)c1OC | -0.5 | 0% | 1.7 | 1 | 1% | 3% | 4% | 1%
C[C@@H]1COc2cc(N3CCC[C@H]3CO)ccc2S(=O)(=O)N1 | 1.2 | 0% | 0.3 | 8 | -1% | 10% | 3% | -1%
Nc1ccccc1Sc1ccccc1[N+](=O)[O-] | -1.7 | -8% | 2.3 | -2 | -4% | -2% | -2% | 6%
CC(CCc1ccccc1)NC(=O)c1ccc(-n2cncn2)c([N+](=O)[O-])c1 (centres undefined) | 0.3 | -3% | 0.4 | -3 | -3% | -16% | -18% | -1%
COc1ccccc1Cn1c(C)nc2ccccc21 | -1.4 | 6% | -2.8 | 2 | -4% | 8% | -15% | 6%
O=C(COS(=O)c1ccccc1)Nc1cc(Cl)ccc1N1CCOCC1 (centres undefined) | -0.6 | -5% | 0.2 | -16 | -12% | 6% | 4% | 17%
Cc1ccc(CSCCNC(=O)CN(c2ccc(F)cc2)S(C)(=O)=O)cc1 | 1.6 | 10% | 0.8 | 3 | -7% | -5% | -2% | 4%
COc1ccc(CCC(=O)OCC(=O)Nc2sccc2C(N)=O)cc1OC | -1.6 | 1% | -0.2 | -1 | -4% | -5% | 18% | 5%
N#Cc1cc2c(nc1SCc1cccnc1)CCCCC2 | -5.3 | 18% | -3.0 | · | -6% | -12%[57.1 µM] | -3% | ?
O=C(N/N=C/c1sc(N2CCOCC2)nc1-c1ccccc1)c1ccccc1F | 0.8 | 1% | -2.1 | -1 | -10% | -6% | -14% | 5%
COC(=O)CCC(=O)Nc1cc(OC)c(OC)cc1Cc1nccc2cc(OC)c(OC)cc12 | 0.1 | 7% | 0.8 | -2 | -6% | -4% | -5% | 0%
CCOc1ccc(Oc2ccc(C(F)(F)F)cc2NC(=O)C2=COCCO2)cc1 | -2.9 | -1% | -0.6 | 17 | 3% | -2% | -8% | -3%
CCOC(=O)C1CCN(C(=O)c2ccc(NC(=O)C3CCCO3)cc2)CC1 (centres undefined) | 1.3 | 3% | -3.0 | 0 | -9% | -3% | -1% | 6%
Cc1ccc(Nc2nc(N)nc(CC#N)n2)cc1 | -1.8 | 12% | -0.9 | · | -1% | -7% | -6% | 11%
Cc1nnc(NC(=O)c2ccc(C)c(S(=O)(=O)N3CCOCC3)c2)s1 | 1.2 | -3% | 4.2 | · | 2% | 4%[57.1 µM] | 5% | 0%
COc1ccc(C(=O)N[C@H](C(=O)NCCCn2nc(C)cc2C)C(C)C)cc1 | -3.1 | 8% | -3.8 | -5 | 2% | 11% | 11% | 0%
CC(C)OC(=O)c1cn(-c2ccccc2)nc1-c1ccc2c(c1)OCCO2 | -2.0 | 18% | -2.4 | · | -5% | -11% | -2% | 5%
CCCCOC(=O)CSc1nnc(-c2cc(OC)c(OC)c(OC)c2)o1 | -2.1 | 8% | -0.8 | · | -7% | 1% | -5% | 14%
CN(CC(=O)Nc1ccc(Cl)c(C(F)(F)F)c1)C(=O)CCCNC(=O)c1ccc(Cl)cc1 | -0.7 | 1% | -0.4 | 16 | 0% | -9% | -11% | 1%
Cn1c(=O)c(C(=O)NCCc2ccccc2)c(O)c2ccccc21 | 1.6 | 7% | -2.3 | 24 | 5% | 6% | 3% | 6%
O=C(CN1CCN(S(=O)(=O)c2cccc(Br)c2)CC1)N1CCCCC1 | -2.2 | 6% | 0.1 | 2 | -3% | 4% | -22% | 5%
O=C(Nc1cc(=O)c2ccccc2o1)N1CCCCC1 | -2.6 | 2% | -1.6 | · | 0% | -2% | -5% | 21%
Cc1nc(/C(N)=N/OC(=O)c2ccc(Cl)cc2)c(C(F)(F)F)o1 | 0.7 | 3% | -0.2 | 0 | -4% | 10% | -3% | -2%
O=C(c1ccc(CS(=O)Cc2ccc(Cl)cc2)o1)N1CCN(c2ccc(F)cc2)CC1 (centres undefined) | -0.5 | -10% | -3.1 | 0 | -10% | 1% | -9% | 6%
CN1C[C@@H]2C(c3ccc(C(F)(F)F)cc3)C3(c4ccc(C#N)cc4)CC2(C3)[C@H]1c1ccccc1 (some centres undefined) | 2.9 | 4% | -0.1 | 5 | -7% | -12% | -15% | 1%
Cc1cccc2c(=O)cc(C)n(CC(=O)N3CCCCC3)c12 | 1.3 | -11% | -0.9 | · | 2% | 4% | 6% | -9%
COc1ccc(OC)c(C(c2nnnn2Cc2ccccc2)N2CCN(C3CCCCC3)CC2)c1 (centres undefined) | -0.8 | 3% | -0.6 | 2 | -2% | -14% | 8% | 7%
Cc1cc(O)c2/c(=N\N)c(-c3csc(C)n3)coc2c1 | 1.0 | 6% | -0.2 | -1 | -11% | 1% | 3% | 6%
Cn1nc(-c2ccc(N3CCOCC3)c(NS(=O)(=O)c3ccc(Cl)cc3)c2)c2ccccc2c1=O | 0.2 | 12% | 0.3 | 14 | -2% | -13% | -20% | 7%
CCOC(=O)c1cccc(NC(=O)c2cc(C)nn2-c2ccccc2)c1 | -6.5 | -11% | -4.2 | 14 | 1% | 8% | -10% | 0%
Cc1nn2c3ccccc3n(CC(=O)c3cccs3)c2nc1=O | 1.0 | 8% | -0.2 | 4 | -3% | -4% | -3% | -1%
COc1ccc(NC(=O)NC2CCCCCCC2)cc1 | -1.6 | 8% | 0.1 | 0 | -3% | -14% | 6% | -1%
CN(CC(=O)NCc1ccccc1)S(=O)(=O)c1ccc2c(c1)CCC(=O)N2 | -0.6 | 3% | 4.3 | -1 | -19% | -5% | -22% | 0%
Cc1cc(Nc2ccc(Cl)cc2)n(-c2ccccc2)n1 | -3.6 | 10% | 0.0 | 6 | 2% | -7% | -5% | 18%
Cc1cccc(N(CC(=O)NCC2CCCO2)C(=O)CCC(=O)Nc2nccs2)c1 (centres undefined) | 2.0 | -1% | 0.0 | -15 | -1% | 0% | 7% | 8%
COc1ccc(NC(=O)C2CC(=O)OC2c2ccccc2)cc1 (centres undefined) | 1.2 | -5% | -0.1 | 0 | -10% | 5% | -5% | -8%
COC(=O)c1c(NC(=O)Cc2ccccc2)sc2c1CC(C)(C)NC2(C)C | -0.9 | 2% | -1.5 | 1 | 24µM* | -3% | 1% | -4%
C=CCn1c(SC(C)CC)nc(O)cc1=O (centres undefined) | -5.6 | 0% | -0.3 | -1 | -10% | -7% | -9% | 5%
CCCn1c(=N)n(CC(O)c2ccc(C)cc2)c2ccccc21 (centres undefined) | -1.4 | 0% | -0.7 | 2 | 0% | 5% | 6% | -4%

Of the compounds above, two contain a nitro group on carbon.
SMILES | CCT chaperon mod | EPAC1 ag | IL-2 act | PI5P4Ka inh | PLK1 PBD block | WRN helicase inh | EPAC1 antagonist | EPAC2 agonist
Nc1ccccc1Sc1ccccc1[N+](=O)[O-] | -1.7 | -8% | 2.3 | -2 | -4% | -2% | -2% | 6%
CC(CCc1ccccc1)NC(=O)c1ccc(-n2cncn2)c([N+](=O)[O-])c1 (centres undefined) | 0.3 | -3% | 0.4 | -3 | -3% | -16% | -18% | -1%
